MCL1 BIM primary: inhibitors of human MCL1 binding to BIM-BH3 peptide; Q07820; GST-MCL1 / FITC-Bim-BH3 fluorescence polarization; inhibition, % at 10.9 µM; 320,000 tested, 0.68% active; AID 2057;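 active = inhibition above the mean inhibition of all tested compounds plus 3 SD, set per campaign, cut at about 40% in these data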;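 also: 0% = DMSO wells and 100% = unlabeled Bim-BH3 peptide control; higher means more loss of mP so more displacement of Bim peptide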
AHR activator: activators of human aryl hydrocarbon receptor. AID 2796. 320,000 tested, 2.5% active. P35869. activation, % at 5 µM. AHR-responsive luciferase reporter cells, luminescence; in the data active = activation above about 47%;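 also: 0% = vehicle wells and 100% = reference agonist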
BCLXL inh: Bcl-xL (human) inhibition; Q07817; GST-Bcl-xL / FITC-Bim BH3 peptide fluorescence polarization; inhibition, % at 10.9 µM; 320,000 tested, 0.7% active; AID 2129;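 active = inhibition above the mean of all tested compounds plus 3 SD, cutoff set per campaign, cut at about 30% in these data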;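 also: 0% = DMSO wells and 100% = unlabeled Bim-BH3 peptide competitor; inhibitors lower millipolarization by displacing the labeled peptide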
Target sequence (Q07817 whole entry, looked up): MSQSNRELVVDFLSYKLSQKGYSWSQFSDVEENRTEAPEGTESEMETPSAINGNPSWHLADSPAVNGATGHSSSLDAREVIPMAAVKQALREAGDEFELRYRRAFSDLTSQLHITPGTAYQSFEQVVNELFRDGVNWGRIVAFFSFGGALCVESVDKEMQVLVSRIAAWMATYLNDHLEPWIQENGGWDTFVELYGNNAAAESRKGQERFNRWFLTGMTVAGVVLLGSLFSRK
GLD-1 TGE inh: GLD-1-TGE RNA interaction inhibition (C. elegans); Q17339; purified GLD-1 + fluorescein TGE RNA, fluorescence polarization; inhibition, % at 5.96 µM; 320,000 tested, 0.44% active;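 active = percent inhibition above a per-plate cutoff, the plate mean of test compounds plus 3 SD, cut at about 30% in these data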;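 also: 0% = DMSO wells with GLD-1 and probe and 100% = wells lacking GLD-1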
Target sequence (Q17339 whole entry, looked up): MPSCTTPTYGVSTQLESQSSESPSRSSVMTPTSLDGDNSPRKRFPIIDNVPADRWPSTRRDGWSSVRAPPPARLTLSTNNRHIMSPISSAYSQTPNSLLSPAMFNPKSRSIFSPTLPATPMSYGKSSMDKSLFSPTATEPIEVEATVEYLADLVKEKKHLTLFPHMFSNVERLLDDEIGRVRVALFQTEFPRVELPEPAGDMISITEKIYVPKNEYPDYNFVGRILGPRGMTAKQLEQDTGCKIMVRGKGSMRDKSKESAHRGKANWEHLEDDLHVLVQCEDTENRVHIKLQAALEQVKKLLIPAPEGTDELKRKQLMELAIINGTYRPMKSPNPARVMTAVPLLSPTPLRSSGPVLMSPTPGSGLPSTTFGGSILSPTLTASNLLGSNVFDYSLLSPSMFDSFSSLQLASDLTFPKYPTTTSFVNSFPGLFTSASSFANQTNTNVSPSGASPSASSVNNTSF
pPAFAH FP inh: inhibitors of human plasma PAF acetylhydrolase (pPAFAH); recombinant pPAFAH, FP-rhodamine probe fluorescence polarization; inhibition, % at 3.39 µM; 330,000 tested, 1.5% active; AID 463082;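 active = inhibition above the mean inhibition across the screen plus 3 SD, cut at about 25% in these data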;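 also: inhibitors block binding of the rhodamine activity-based probe so polarization drops; 0% = enzyme with DMSO and 100% = wells lacking pPAFAH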
PAFAH1B2 inh: inhibitors of human PAFAH1B2. P68402. recombinant PAFAH1B2, FP-rhodamine activity probe, fluorescence polarization. inhibition, % at 3.39 µM. 340,000 tested, 1.2% active. AID 492953;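 active = inhibition above the mean of all tested compounds plus 3 SD, cut at about 24% in these data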;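 also: 0% = enzyme with DMSO and 100% = wells lacking PAFAH1B2; many of its hits are not listed in these tables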
Target sequence (P68402 whole entry, looked up): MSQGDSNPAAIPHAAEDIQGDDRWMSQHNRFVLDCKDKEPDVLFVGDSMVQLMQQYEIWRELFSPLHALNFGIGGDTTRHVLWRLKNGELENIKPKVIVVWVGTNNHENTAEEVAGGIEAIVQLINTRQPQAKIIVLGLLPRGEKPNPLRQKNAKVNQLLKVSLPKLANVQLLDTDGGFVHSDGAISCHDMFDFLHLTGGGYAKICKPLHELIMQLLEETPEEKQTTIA
Fam108B inh: blocks mouse Fam108B hydrolase in RBBP9 counter-screen. recombinant Fam108B, FP-Rh probe fluorescence polarization. inhibition, % at 9.51 µM. 300,000 tested, 0.33% active;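 active = inhibition above the screen mean inhibition plus 3 SD, computed separately per campaign, cut at about 18% in these data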;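 also: inhibitors lower polarization as less probe binds the enzyme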
MEX-5 binding: C. elegans MEX-5 TCR-2 RNA binding activity | 300,000 tested, 0.38% active | activity score (negative = inhibition of binding), % at 10 µM | MEX-5/FITC-TCR2 RNA binding, fluorescence polarization; hits give low values | Q9XUB2;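 active = inhibition past about -25% in most replicates, and total fluorescence under double the plate's negative control median, limit read from the data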;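 also: 0% = DMSO and -100% = 5 µM competing unlabeled TCR2 RNA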
PME-1 primary: blocks human protein phosphatase methylesterase 1. Q9Y570. recombinant PME-1, FP-Rh probe fluorescence polarization. inhibition, % at 5.9 µM. 320,000 tested, 0.53% active. AID 2130;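 active = inhibition above the campaign mean of all compounds plus 3 SD, cut at about 26% in these data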;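 also: competitive labeling of PME-1 active site by serine hydrolase directed probe; 0% = PME-1 with DMSO and 100% = wells lacking PME-1 enzyme; inhibitors block probe labeling so polarization falls and inhibition rises; many of its hits are not listed in these tables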
Numbers without * were called inactive; · = no result given. The list is partial; rates above refer to the full screens.

Every second line gives: MCL1 BIM primary, AHR activator, BCLXL inh, GLD-1 TGE inh, pPAFAH FP inh, PAFAH1B2 inh, Fam108B inh, MEX-5 binding, PME-1 primary
#1 O=C(OCN1C(=O)c2ccccc2C1=O)c1ccco1
  5, 0, 6, 2, 1, 0, 2, -1.3, 1
#2 CS(=O)(=O)Nc1ccc2c(c1)OCC(=O)N2Cc1ccccc1
  -2, 2, 6, 12, -3, 7, -2, 2.9, -3
#3 O=[N+]([O-])c1ccc(Nc2nc(NCCO)nc(N3CCCC3)n2)cc1
  -9, 18, -1, -10, 5, 4, 3, -0.3, 5
#4 Cc1c(NC(=O)NCCN2C(=O)C3C4C=CC(C4)C3C2=O)c(=O)n(-c2ccccc2)n1C (configuration not stated)
  0, 1, -1, 5, 2, 0, 2, 0.8, 3
#5 CCCCCCC(=O)N1C/C=C\C(c2ccc(OC)cc2)N(Cc2ccc(F)cc2)C(=O)[C@H]1Cc1ccccc1 (some centres not stated)
  9, 2, 6, -6, -4, ·, 7, 2.6, 0
#6 O=C(CCNC(=O)c1ccco1)Nc1ccc(C(F)(F)F)cc1
  2, 4, 1, -1, 2, 4, 1, 2.1, 1
#7 CC(C)C(=O)N1CC(=O)Nc2ccc(F)cc2C1c1ccc(F)cc1 (configuration not stated)
  1, 1, 2, 2, -2, 5, -3, -0.6, 2
#8 COC(=O)Nc1nn(Cc2ccccc2F)cc1Br
  0, 7, 0, 3, -4, 1, 2, -2.0, 7
#9 NC(=O)C1CCN(C(=O)CCc2nc3ccccc3c(=O)[nH]2)CC1
  -1, 0, 3, 2, 3, 1, 1, -0.5, -1
#10 C=CCOc1ccc(/C=C/C(=O)OCC(=O)N2CCCc3ccccc32)cc1
  -2, -1, 1, 5, -2, 3, -1, 2.2, -3
#11 COc1ccc(-c2csc3ncnc(N4CCN(S(=O)(=O)c5cccs5)CC4)c23)cc1
  -4, -1, -2, 1, 6, 1, -4, 2.5, -6
#12 Cc1cccn2c(=O)c3cc(C(=O)N4COCC4(C)C)n(C)c3nc12
  13, -2, 4, 0, 1, 4, 1, -0.7, 3
#13 COc1cccc(-c2onc3ccc(C(C)=O)cc23)c1
  -9, 21, -1, 4, 1, -4, -3, -1.3, 2
#14 NC(=O)c1oc2ccccc2c1NC(=O)CN1CCCCC1
  9, 8, 0, 1, -1, 5, -1, -1.1, 4
#15 O=C(c1ccncc1)N(Cc1ccccc1)Cc1nc2ccccc2c(=O)[nH]1
  -7, 4, 1, 3, 3, 6, 2, 1.3, -4
#16 COc1ccc(Nc2nccc(-c3cccc(N)c3)n2)cc1
  -2, 132*, 2, 2, 5, 4, 2, -1.6, -3
#17 CCCC(=O)N(c1ccc2oc(=O)sc2c1)S(=O)(=O)c1cccs1
  18, 4, 12, 4, 10, 6, 1, ·, -2
#18 NC(=O)c1cc(C(=O)c2cccc(Cl)c2Cl)c[nH]1
  6, -2, 7, 6, 9, 2, -5, 0.5, 3
#19 N#Cc1ccc(NC(=S)NC(=O)CCc2ccc(S(=O)(=O)N3CCOCC3)cc2)cc1
  0, 1, 5, 3, 3, 0, -1, -2.9, 1
#20 O=C(CCCNS(=O)(=O)c1cccs1)N1CCN(c2cccc(Cl)c2)CC1
  9, 10, 3, 1, 12, -3, -1, 0.2, -1
#21 CCCC(C)NC(=S)NC(=O)c1cc(S(=O)(=O)N2CCOCC2)ccc1C (configuration not stated)
  2, 0, -5, 5, 9, 5, 2, 4.9, 4
#22 CCOC(=O)CN1C(c2ccc(O)cc2)Nc2ccc(Br)cc2C1c1ccccc1 (configuration not stated)
  11, -1, 5, 1, -1, 2, -1, -0.7, -2
#23 Cc1occc1C(=O)NNC(=O)c1ccc(Br)o1
  -4, 2, -1, -2, 2, -1, -5, -1.8, -1
#24 NC(=O)Cn1c(=O)oc2ccccc21
  3, 0, 0, 3, 0, 2, -4, -2.5, -7
#25 Cc1ccccc1NC(=O)C(Cc1ccccc1)n1cccc1 (configuration not stated)
  -1, 1, -3, -1, 6, 1, -2, 1.9, 5
#26 Fc1cccc(Cl)c1/C=C/c1cnc2ccccc2n1
  11, 66*, 14, 9, 3, 1, -1, -0.9, -3
#27 O=C(c1cc(-c2ccccc2)nc2ccccc12)N1CCOCC1
  6, 13, -2, 1, 3, -2, 1, -0.3, 0
#28 O=C(Nc1ccccc1C(=O)NC1CCCC1)NC1CCCC1
  -1, 4, -2, 3, 0, 2, -1, -0.7, 0
#29 CNC(=S)N(Cc1ccc2c(c1)OCO2)C1CC(=O)N(c2ccc(F)cc2)C1=O (configuration not stated)
  1, 5, 5, 0, 4, 4, -1, 4.1, 5
#30 O=C(CNC(=S)N(Cc1ccccc1)Cc1cccnc1)NC1CC1
  1, 0, 1, -9, 0, 6, -2, 2.6, 0
#31 COc1ccc(N/C=C\C(=O)c2ccc3c(c2)OCO3)cc1
  -3, 0, -3, -6, 4, 2, 0, -3.0, 6
#32 COc1ccc(/C(C)=N/Nc2nncc3ccccc23)cc1
  1, 10, -1, 5, 7, 5, 1, -3.4, 7
#33 CNc1ccccc1C(=O)OCC(=O)N1CCN(c2ccc(OC)cc2)CC1
  13, 4, 6, -5, 3, 8, 3, 2.2, -7
#34 Cc1cc(C)n(-c2nc(NCCCN(C)C)c3c4c(sc3n2)CCCC4)n1
  3, 2, -3, 7, 4, ·, 1, 6.9, 6
#35 CCOC(=O)N1CCN(CC(O)COCc2cc(OC)c(OC)c(OC)c2)CC1 (configuration not stated)
  4, 1, -2, 3, 4, -5, 2, 1.9, 3
#36 CCN(CC(=O)Nc1ccc(NC(C)=O)cc1)C(=O)c1ccc(C(=O)c2ccccc2)cc1
  0, 1, -1, -6, 5, -4, ·, ·, 0
#37 C#CCOCCOCCOCCNc1nc(N2CCN(C(=O)[C@H](CCCCN)n3cc(CCCC)nn3)CC2)nc(N2CCN(C(=O)[C@H](CCCCN)n3cc(CCC(=O)O)nn3)CC2)n1
  -10, 0, 2, 1, 3, 3, 2, ·, 0
#38 CCOC(=O)c1cc(-c2ccc3c(c2)OCO3)nc2onc(C)c12
  4, 3, 3, 8, 5, -1, -3, -8.7, 3
#39 O=S(=O)(Cc1ccccc1)N1CCN(c2ncccn2)CC1
  0, -1, 3, 15, 7, 6, -2, 1.7, 0
#40 CC1(C)CC(=O)N(CC(=O)O)c2ccccc2S1(=O)=O
  -3, 3, 1, -1, -6, -2, 0, 1.3, 5
#41 CSc1oc(-c2ccco2)nc1S(=O)(=O)c1ccccc1
  -4, 0, -2, 0, 8, 2, 3, -0.3, 2
#42 O=C(C[C@H]1C/C=C\C[C@H](Cc2ccc(F)cc2)C(=O)OCCNC1=O)NCCO
  ·, 1, ·, 6, 0, 16, ·, ·, ·
#43 Cc1ccc2nc(SCC(=O)O)nc(C)c2c1
  -20, 4, -14, 1, -6, 4, -6, -0.4, 1
#44 CCOc1ccc(NC(=O)CN(C)C(=O)C2CSC3(C)CCC(=O)N23)cc1OCC (configuration not stated)
  -2, 1, 2, 7, 2, 7, ·, ·, -1
#45 Cc1cc(C)c(NC(=O)CNC(=O)CSc2nnc(N)s2)c(C)c1
  -2, 1, -2, 2, 4, 6, -1, -0.4, -5
#46 Cc1cc2cc(C)c(NCCNC(=O)c3cccc(F)c3)nc2cc1C
  -3, 56*, 0, 3, 4, 3, -2, -1.4, 0
#47 COc1ccc2oc3cc(C)[n+]([O-])c(-c4ccc(Br)cc4)c3c2c1
  0, 3, 1, 2, -3, 1, 0, 2.6, -4
#48 O=C(CNC(=O)c1ccc(Cl)cc1Cl)OCC(=O)N1CCCC1
  -10, 1, -4, -3, 6, 2, ·, ·, 5
#49 O=C(CSc1nc2ccccc2c(=O)n1CC1CCCO1)NCCc1ccccc1 (configuration not stated)
  -4, 1, 1, 0, -3, -2, -3, -1.4, 0
#50 O=C(CCNC(=O)c1ccc(Br)o1)NCc1ccccn1
  12, 1, 14, 10, 2, 2, 0, -3.6, 0

Next part
Every second line gives: MCL1 BIM primary, AHR activator, BCLXL inh, GLD-1 TGE inh, pPAFAH FP inh, PAFAH1B2 inh, Fam108B inh, MEX-5 binding, PME-1 primary
#51 O=C(CCC(=O)N1CCN(S(=O)(=O)c2ccc3ccccc3c2)CC1)NCC(F)(F)F
  8, -3, 2, -5, 9, -2, -3, 1.7, 4
#52 COc1ccc(C(C(=O)NC2CCCC2)N(C(=O)c2csnn2)C2CCCC2)cc1 (configuration not stated)
  2, -2, 2, 3, 1, 8, 0, 0.6, 1
#53 COc1c(C(=O)NC(=S)Nc2nnn(C)n2)cc2ccccc2c1Br
  15, 7, 6, 7, 0, 7, 1, 0.9, -2
#54 CCOc1cc(NC(=S)NC)c(OCC)cc1NC(=O)c1ccc(OC)cc1
  9, 4, 5, 0, 2, 10, 3, 0.9, 11
#55 COc1ccc(CN(Cc2ccc(OC)cc2)C(=O)c2cccs2)cc1
  2, 0, 1, 1, 4, ·, 1, 1.5, 4
#56 COc1ccc(NC2CC(=O)N(c3ccccc3)C2=O)cc1 (configuration not stated)
  4, 0, 1, -1, 0, 7, 8, -0.9, -4
#57 Cc1ccc(C2CC(c3cccs3)=NN2C(=O)CSc2nc3ccccc3o2)cc1 (configuration not stated)
  -12, 75*, -2, 10, 2, -2, -6, 1.0, -1
#58 CN1C(=O)C(C)(C)c2cc(S(=O)(=O)N3CCN(c4ccccc4)CC3)ccc21
  6, -2, 8, 4, -3, 6, 2, -1.0, -7
#59 Cc1ccccc1NC(=O)NCCc1nc2ccccc2[nH]1
  1, 9, 6, 2, 0, 1, 3, 1.7, 9
#60 COc1ccc(-n2nc(C(=O)NCC(=O)N3CCN(c4ccccc4OC)CC3)c3ccccc3c2=O)cc1OC
  0, 10, 3, -8, -8, -2, -3, 0.2, -8
#61 COC(=O)c1sccc1NC(=O)c1cc(-c2ccc(C)cc2C)nc2ccccc12
  9, 12, 5, 6, -2, 1, -6, -2.0, -5
#62 CCCC(=O)Nc1sc(C)c(C)c1C(=O)Nc1cccc(C)c1
  7, 3, 2, 9, 0, 0, -2, 0.3, 0
#63 CCN1C(=O)/C(=c2\sc3nc(=O)c(Cc4ccccc4)nn3c2=O)c2ccccc21
  5, 21, 7, 1, 1, 2, 2, 1.6, 0
#64 Cc1ccc(N2C(=O)N(CC(=O)Nc3cc(F)ccc3C)C(=O)C2C)cc1 (configuration not stated)
  2, 1, 2, 2, -9, -6, -3, 0.1, -1

Screening results as filed in PubChem.
